Screens: PubChem BioAssay, National Center for Advancing Translational Sciences (NCATS)
TrxR1 substrate: substrates of rat thioredoxin reductase 1. purified TrxR1 substrate turnover, NADPH consumption readout. Potency, µM (doses to about 114 µM), inactives show top-dose activity change, negative = substrate turnover. actives 0.01% (n = 390,000). AID 588456; also: potency is read from the fitted curve at half-maximal effect; % is scaled to controls: 0 for no effect and ±100 for the full control effect; nearly all actives have a fitted effect of over 50% in size
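Rat TrxR1, dispensed at 90 nM, was prereduced with 400 uM NADPH (final) for 5 min at ~22 deg C, then incubated with compound 15 min before 400 uM selenite. A first-read NADPH fluorescence drop versus no-compound background flagged substrates.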
D2 antagonist: antagonists of human D2 dopamine receptor; HEK293 TREx D2 cells, calcium flux, dopamine EC80; inhibition, % at 10 µM; actives 2% (n = 340,000); in the data active = inhibition above about 30%; also: 0% is about no effect
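Calcium flux kinetic readout in an inducible HEK293 TREx D2 line plated overnight at 30 C. After 180 s compound exposure, an EC80 dopamine challenge follows with another 180 s kinetic read to detect antagonism.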
TrxR1 inh: rat TrxR1 inhibition. O89049. recombinant rTrxR1, NADPH fluorescence consumption, selenite substrate. Potency, µM (doses to about 114 µM), for inactives: top-dose activity change, negative = inhibition, usual class: inhibitors. actives 1% (n = 390,000). AID 588453; also: potency is read from the fitted curve at half-maximal effect; % is scaled to controls: 0 for no effect and ±100 for the full control effect; nearly all actives have a fitted effect of over 65% in size
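Rat TrxR1 (90 nM in the dispensed reagent) was pre-reduced with 400 uM NADPH for 5 min at room temperature, then incubated with compound for 15 min. After 400 uM selenite was added, NADPH fluorescence (Ex 340/Em 450 nm) was followed for 8 min.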
TRHR enhancer: allosteric enhancers of human TRH receptor; P34981; TRHR cells, fluo-8 calcium fluorescence, EC20 TRH enhancement; enhancement, % at 2 µM; actives 0.66% (n = 360,000); in the data active = enhancement above about 30%; also: 0% is about no effect
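Enhancer read-out: after compound pinning and an initial kinetic agonist-mode read, an EC20 of TRH (10 nM final) was injected and fluo-8 calcium signal (Ex 480/Em 530) followed at 1 s/cycle for 100 cycles in TRHR-expressing cells.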
TRHR ag: TRH receptor (human) agonism. AID 493084. TRHR cells, calcium flux fluo-8, FDSS agonist mode. activation, % at 2 µM. actives 0.18% (n = 360,000); in the data active = activation above about 30%; also: 0% is about no effect
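Read-out: compound-evoked intracellular calcium rise in TRHR cells, fluo-8 dye, kinetic FDSS fluorescence at 1 s/cycle following a 10-cycle baseline. Cells cultured overnight before dye loading (30 min–1.5 h, RT).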
PI4K2A inh: inhibitors of human PI4K2A. AID 1346378. Q9BTU6. activity change, negative = inhibition, % at 76.9 µM. actives 0.13% (n = 420,000). purified PI4K2A, ADP-Glo luminescence, 1 h; active compounds read low; in the data active = activity change below about -50%; inconclusive = mostly about -30% to -49%;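 also: -100% = wells without enzyme as full effect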
Target sequence (Q9BTU6 whole entry, looked up): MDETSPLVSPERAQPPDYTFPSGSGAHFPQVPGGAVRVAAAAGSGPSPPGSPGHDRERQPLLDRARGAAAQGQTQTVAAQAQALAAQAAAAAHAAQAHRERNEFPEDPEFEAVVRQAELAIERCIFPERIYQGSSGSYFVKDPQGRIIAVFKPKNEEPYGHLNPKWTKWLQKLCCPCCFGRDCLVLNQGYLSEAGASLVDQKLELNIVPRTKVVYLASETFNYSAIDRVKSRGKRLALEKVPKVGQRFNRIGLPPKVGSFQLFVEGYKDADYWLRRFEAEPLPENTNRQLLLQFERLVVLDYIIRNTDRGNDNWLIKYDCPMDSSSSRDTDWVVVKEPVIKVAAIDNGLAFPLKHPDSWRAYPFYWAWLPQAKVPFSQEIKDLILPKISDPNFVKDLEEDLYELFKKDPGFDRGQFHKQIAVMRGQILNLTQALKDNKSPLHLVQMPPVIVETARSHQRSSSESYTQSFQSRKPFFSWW
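Compounds are screened against recombinant PI4K2A using PI as substrate and ATP, the latter dispensed at 300 microM. Reactions run one hour at ambient temperature before ADP-Glo detection; full inhibition defined by wells lacking enzyme.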
IDH1 R132H inh: blocks human mutant IDH1 R132H enzyme. O75874. IDH1-R132H enzyme, NADPH consumption, diaphorase/resazurin fluorescence. Potency, µM (top dose mostly 76.6 µM), inactives show at the top dose activity change, negative = inhibition, usual class: inhibitors. actives 0.093% (n = 390,000); also: potency is read from the fitted curve at half-maximal effect; % is scaled to controls: 0 for no effect and ±100 for the full control effect; nearly all actives have a fitted effect of over 65% in size
Target sequence (O75874 whole entry R132H, stated change not applied): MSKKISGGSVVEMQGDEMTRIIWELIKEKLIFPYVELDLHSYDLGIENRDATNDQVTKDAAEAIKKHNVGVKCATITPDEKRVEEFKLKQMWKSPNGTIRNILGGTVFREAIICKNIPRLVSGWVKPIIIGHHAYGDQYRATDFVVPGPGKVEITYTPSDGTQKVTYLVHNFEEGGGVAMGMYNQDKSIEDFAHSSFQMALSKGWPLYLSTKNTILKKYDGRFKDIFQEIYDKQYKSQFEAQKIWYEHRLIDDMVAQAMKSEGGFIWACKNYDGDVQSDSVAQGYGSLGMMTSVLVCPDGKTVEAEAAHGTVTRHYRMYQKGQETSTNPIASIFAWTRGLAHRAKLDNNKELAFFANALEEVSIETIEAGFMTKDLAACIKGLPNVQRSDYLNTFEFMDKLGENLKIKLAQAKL
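IDH1-R132H (0.5 ug/mL) preincubated 30 min with compound, then NADPH (0.016 mM) and alpha-KG (2 mM) added; 80 min at RT, pH 7.5. Remaining NADPH coupled via diaphorase/resazurin to fluorescence (540/590 nm); concentration-response curves normalized to no-enzyme control.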
D2 ag: D2 dopamine receptor (human) agonism; P14416; HEK293 T-REx D2 cells, calcium flux agonist mode; activation, % at 2 µM; actives 0.53% (n = 340,000);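 active = activation over 3 SD above normal in the single-dose calcium agonist read, cut at about 30% in these data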; also: 0% is about no effect
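In this primary screen, compounds producing a positive calcium signal within 180 s of addition to tetracycline-induced, force-coupled HEK293 Trex D2 cells are flagged; cells are dye-loaded with a no-wash calcium kit beforehand.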
USP1 inh: USP1/UAF1 (human) deubiquitinase inhibition; O94782; recombinant USP1/UAF1, Ub-Rhodamine cleavage fluorescence; Potency, µM (series often up to 57.1 µM), without a hit: at the top dose activity change, negative = inhibition, actives largely listed as inhibitors; actives 0.23% (n = 390,000); AID 743255; also: potency is read from the fitted curve at half-maximal effect; % is scaled to controls: 0 for no effect and ±100 for the full control effect; nearly all actives have a fitted effect of over 60% in size; inactives centre near -12
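High-throughput fluorogenic screen: 1nM USP1/UAF1 complex, Ub-Rho substrate 150nM final, 50mM HEPES pH 7.8 with 0.5mM EDTA, 0.1 mg/ml BSA, 1mM TCEP and 0.01% Tween-20.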
The depositor's hits bear a star; ? = inconclusive; . = no result given; [ ] = remark or other dose. Unless noted, calls follow the shape of the dose curve; as a rule, active = well fitted inhibition curve with a large enough effect; inconclusive = small, poorly fitted or top-dose-only effect; inactive = no such curve, though single readings can be large or run the other way.

SMILES	TrxR1 substrate	D2 antagonist	TrxR1 inh	TRHR enhancer	TRHR ag	PI4K2A inh	IDH1 R132H inh	D2 ag	USP1 inh
CCOC(=O)Cc1csc(SC(C)C(=O)NC2CCCCC2C)n1 (configuration not stated)	-0.1%	.	3.9%	-2.8	-0.2	6.1	-3.9%	.	-0.5%
CCN(C(=O)C1CC1)C1CCS(=O)(=O)C1 (configuration not stated)	-11.0%[57.1 µM]	8.5	2.6%	3.1	-0.5	-3.2	-10.5%	0.8	5.5%
CC(C)(C)NC(=O)CCn1nc(-c2ccc(Cl)cc2)c2ccccc2c1=O	-5.5%	-20.4	13.5%	-5.4	-0.5	0.0	3.1%	-0.9	-12.3%
O=C(CCN1C(=O)/C(=C/c2ccccc2F)SC1=S)NC1C=CS(=O)(=O)C1 (configuration not stated)	-1.6%	-10.5	2.9%	9.4	0.2	-0.6	-0.4%	-0.2	-27.4%
CC(C)(C)OC(=O)N(CCc1ccccc1)Cc1ccc(OCc2cccc(NC(=O)C3CC3)c2)cc1	1.3%	.	36.6%[activator]	.	.	-8.9	-1.8%	.	-15.1%
CC(C)NS(=O)(=O)c1ccc(NC(=O)C2CCCCC2)cc1	-1.2%	-0.6	3.6%	3.5	0.7	3.3	0.8%	-0.6	-10.1%
COc1ccc(CCN2C(=O)C(O)=C(C(C)=O)C2c2ccccc2OC)cc1OC (configuration not stated)	5.3%	-11.9	9.2%	-3.5	-0.1	1.9	-4.0%	-1.0	?
COc1ccc(OCCOc2ccc(C)nc2[N+](=O)[O-])cc1	-3.1%	7.1	-6.0%	3.1	-0.7	5.9	0.4%	0.1	-15.1%
CSCCC1NC(=O)N(CC(=O)Nc2c(Cl)cc(Cl)cc2Cl)C1=O (configuration not stated)	6.7%[57.1 µM]	26.1	5.2%	5.6	-0.2	2.7	10.4%	0.2	-4.2%
Cc1ccc(-n2ccnc(NCCc3ccccc3)c2=O)cc1C	3.2%[57.1 µM]	.	6.4%[57.1 µM]	-1.2	0.1	-0.1	7.9%	2.4	-13.2%
COc1ccc2cc(CCNC(=O)CCc3ccccc3)c(=O)[nH]c2c1	0.2%	-9.7	24.2%	-0.6	-0.6	-1.7	3.9%	0.5	-15.8%
CC(NC(=O)CSC(=S)N1CCCC1)c1ccc(S(N)(=O)=O)cc1 (configuration not stated)	-3.8%	13.3	0.1%	0.0	0.5	0.7	7.2%	0.0	-12.6%
COC(=O)c1ccc(-n2c(CCC(=O)O)ccc2-c2ccccc2)cc1	3.6%	15.7	?	0.4	0.2	-14.2	23.2%	-0.6	-12.0%
CC(C)(C)CC(C)(C)NC(=S)Nc1ccc2nc(-c3ccccn3)c(-c3ccccn3)nc2c1	-1.3%	0.7	11.6%	8.3	7.9	1.4	-2.7%	5.9	-19.8%
C/C(CC(=O)NCc1ccccc1)=N\NC(N)=S	12.8%[57.1 µM]	19.7	7.2%[57.1 µM]	-9.5	0.4	-1.8	-3.4%	0.0	-8.6%
COc1ccc(NC2CCCN(C(=O)COc3ccc(Cl)cc3C)C2)cc1OC (configuration not stated)	-10.4%	6.8	?	-5.5	-0.2	1.9	7.9%	-0.2	-8.3%
COC(=O)C1=C(C(=O)OC)[C@@H]2N(C)c3ccccc3[C@@]23C[C@@H](C(=O)OC)N(C(=O)CC(C)C)C3=N1	2.6%[57.1 µM]	-16.9	4.0%[57.1 µM]	0.9	-0.2	-1.4	-7.8%	0.7	-32.2%
COC(=O)CN1C(=O)C2(OCCCO2)c2ccccc21	5.4%	4.3	12.9%	3.0	1.2	2.3	-0.2%	0.2	-5.8%
O=C(c1cc(Cl)nc2ccccc12)N1CCCCC1	2.3%	-0.8	9.6%	1.0	-1.1	-2.7	-2.2%	0.4	-19.5%
CCN(C(=O)COC(=O)CCC1CCCC1)c1c(N)n(Cc2ccccc2)c(=O)[nH]c1=O	4.8%	.	9.4%	-2.4	-0.2	8.5	3.4%	.	-5.7%
CCOC(=O)c1ccc(NC(=O)c2ccnn2C)cc1	-1.1%[57.1 µM]	.	-5.4%[57.1 µM]	.	.	-7.3	2.8%	.	-3.2%
CCCCN(C(=O)c1ccco1)C1CCS(=O)(=O)C1 (configuration not stated)	-2.9%	-11.1	-6.9%	-3.6	0.1	-2.0	0.9%	2.5	-4.0%
CC(C)c1ccc2oc(-c3cc(NC(=O)c4cccs4)ccc3Cl)nc2c1	2.6%	.	14.8%[11.4 µM]	-0.8	3.0	0.0	-1.2%	0.3	-23.0%
CCOc1ccc(C(C)NC(=O)Cc2ccccc2)cc1OCC (configuration not stated)	-1.2%	11.9	39.6%[57.1 µM]	-2.6	-0.1	0.3	2.7%	1.1	-1.6%
Cc1nn(CC(=O)N2CCCCC2)c(=O)c2nn(-c3ccccc3)c(C)c12	-17.9%[57.1 µM]	20.3	0.1%[57.1 µM]	13.9	-0.7	-2.2	6.6%	0.9	-13.3%
CCc1nc(CNC(=O)C2CCC(=O)N(CCc3ccc(OC)cc3)C2)cs1 (configuration not stated)	-3.5%	17.9	-2.8%	5.3	-0.3	3.3	-0.2%	0.0	-14.1%
COc1cccc(N2CCN(C(=O)CCc3c(C)nc4c(c3C)c(=O)n(C)c(=O)n4C)CC2)c1	17.0%	.	15.0%	0.9	-0.3	-2.4	11.0%	-1.3	-21.0%
COc1ccc(CC(C)N2CCN(Cc3ccccc3)CC2)c(OC)c1 (configuration not stated)	3.5%[57.1 µM]	83.0*	2.5%[57.1 µM]	-0.9	0.0	4.3	-1.2%	59.4*	1.4%
COC(=O)c1cc(NC(=O)c2ccc(-c3ccccc3)cc2)ccc1Cl	4.2%[57.1 µM]	-2.1	9.0%[57.1 µM]	-1.2	0.9	0.0	1.5%	-0.1	-14.9%
Cc1ccccc1OCCCC(=O)NCc1ccco1	-8.5%	-14.4	-6.0%	-1.9	0.4	4.8	16.1%	-0.6	-15.0%
CC(NC(=O)C1CCCN(S(=O)(=O)c2cnc[nH]2)C1)c1ccccc1 (configuration not stated)	-1.6%	10.6	13.4%	3.9	0.3	0.1	-3.0%	0.2	0.6%
CCCCOc1ccccc1C(=O)N(Cc1ccco1)C1CCS(=O)(=O)C1 (configuration not stated)	0.0%	8.7	-4.6%	-0.4	-0.9	-1.1	3.0%	1.2	-15.5%
COc1ccc(C(=O)NCCc2nnc3ccc(SCC(=O)NCCc4ccc(OC)c(OC)c4)nn23)cc1	3.0%	1.6	15.5%	-3.2	0.0	3.1	-9.6%	0.5	-9.2%
COc1ccc(Cl)cc1C(=O)NCCN(C)C	-0.3%	33.5*	9.8%	5.5	1.0	3.7	0.5%	-0.2	-11.5%
CN(C)CCCn1c(=O)n(Cc2ccco2)c(=O)c2c3c(sc21)CCCCC3	1.0%[57.1 µM]	.	-6.5%[57.1 µM]	10.6	1.3	1.5	4.3%	.	-14.8%
COc1ccccc1C(=O)NC(=O)Nc1cccc(Cl)c1	1.2%	14.9	18.2%	1.7	0.6	0.1	0.5%	1.7	-4.7%
CCOC(=O)c1sc2nc(COC(=O)c3c(F)cccc3F)[nH]c(=O)c2c1C	8.7%	-19.0	19.6%	-4.3	-0.6	2.7	-6.2%	2.4	-22.9%
Cc1onc(C(=O)N2CCC(Cc3ccccc3)CC2)c1[N+](=O)[O-]	-0.8%	8.0	7.9%	2.6	-0.1	-2.2	4.0%	0.2	-25.1%
O=C(O)CSCc1nc2cccnc2n1C1CCCCC1	-0.8%	-5.9	13.7%	-4.3	-0.2	-11.9	10.9%	1.2	-36.6%
O=C(c1cc(F)c(F)c(F)c1F)N1CCN(Cc2ccc3c(c2)OCO3)CC1	-1.7%	-8.3	15.5%	-6.6	0.3	1.2	2.6%	2.4	-13.0%
Cc1cc(C)n(C(=O)COc2ccc([N+](=O)[O-])cc2)n1	2.3%	6.1	7.3%	-9.5	-1.0	2.2	4.9%	-0.7	-17.2%
COc1ccc(NC(=O)CN(Cc2ccccc2)S(C)(=O)=O)c(OC)c1	2.5%	-11.2	11.9%	2.5	0.2	-2.5	-1.5%	0.6	0.6%
Cc1cc(C(=O)N2CCN(c3ccccc3)CC2)c(C)o1	-9.4%	7.1	16.3%	1.7	-0.2	2.6	-3.0%	0.7	-2.0%
C=CCNCCCCOc1ccccc1	0.5%	-8.4	3.8%	0.4	1.2	-4.3	-0.2%	-0.3	-13.9%

Rewritten as comma-separated lines: entries from further up
SMILES,TrxR1 substrate,D2 antagonist,TrxR1 inh,TRHR enhancer,TRHR ag,PI4K2A inh,IDH1 R132H inh,D2 ag,USP1 inh
CC(NC(=O)CSC(=S)N1CCCC1)c1ccc(S(N)(=O)=O)cc1 (configuration not stated),-3.8%,13.3,0.1%,0.0,0.5,0.7,7.2%,0.0,-12.6%
COC(=O)c1ccc(-n2c(CCC(=O)O)ccc2-c2ccccc2)cc1,3.6%,15.7,?,0.4,0.2,-14.2,23.2%,-0.6,-12.0%
CC(C)(C)CC(C)(C)NC(=S)Nc1ccc2nc(-c3ccccn3)c(-c3ccccn3)nc2c1,-1.3%,0.7,11.6%,8.3,7.9,1.4,-2.7%,5.9,-19.8%
C/C(CC(=O)NCc1ccccc1)=N\NC(N)=S,12.8%[57.1 µM],19.7,7.2%[57.1 µM],-9.5,0.4,-1.8,-3.4%,0.0,-8.6%
COc1ccc(NC2CCCN(C(=O)COc3ccc(Cl)cc3C)C2)cc1OC (configuration not stated),-10.4%,6.8,?,-5.5,-0.2,1.9,7.9%,-0.2,-8.3%
COC(=O)C1=C(C(=O)OC)[C@@H]2N(C)c3ccccc3[C@@]23C[C@@H](C(=O)OC)N(C(=O)CC(C)C)C3=N1,2.6%[57.1 µM],-16.9,4.0%[57.1 µM],0.9,-0.2,-1.4,-7.8%,0.7,-32.2%
